SR-BI HDL uptake = blocks mouse SR-BI lipid uptake from DiI-HDL; ldlA[mSR-BI] CHO cells, DiI-HDL uptake fluorescence, 3 h; Q61009; AID 488896; inhibition, % at 12.5 µM; actives 0.96% (n = 320,000);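 active means mean replicate inhibition of at least 70% and a set share of replicates each scoring 70 or more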;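 further: 0% = median of neutral control wells and 100% = median of positive control wells; values of inactives mirror those of a sister screen read the other way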
RTF Ca sens inh = cardiac RTF calcium desensitization; IANBD-labeled cardiac RTF, Ca2+ fluorescence; inhibition, % at 7.15 µM; actives 0.12% (n = 340,000);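 active means inhibition above the mean inhibition of all tested compounds plus 3 SD, cut at about 17% in these data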;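 further: assay run at fixed EC70 calcium of 1.6 mM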
LANA DNA inh = blocks KSHV LANA C-terminal domain binding to DNA; AID 504423; inhibition, % at 9 µM; actives 0.078% (n = 340,000); MBP-C-LANA/FAM-LBS DNA binding, fluorescence polarization;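 active means highest replicate inhibition at or above 60% at 9 µM, even if other replicates fall short; inactive means all replicates below 60% inhibition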;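 further: 0% = neutral control wells and 100% = 4 µM acridine orange control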
SR-BI uptake up = activators of SR-BI mediated HDL lipid uptake | AID 504775 | actives 0.096% (n = 320,000) | activation, % at 12.5 µM | CHO ldlA[mSR-BI] cells, DiI-HDL uptake fluorescence, 3 h; 100 = double the neutral-control signal;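 active means mean replicate activation of at least 60% and every replicate at or above 60%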;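 further: 0% = median plate neutral-control signal and 100% = twice that signal; values of inactives mirror those of a sister screen read the other way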
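System: LDL receptor-deficient CHO ldlA cells overexpressing murine SR-BI | Timing: 3 h uptake period with compound, 37 °C | Medium: HEPES-buffered (25 mM, pH 7.4) F12 plus 0.5% BSA | Dosing: Single-point compound dose | Signal: Bottom-read fluorescence, 550/595 nm | Read-out: Retained DiI signal reflecting DiI-HDL uptake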
NSD2 HMT inh = NSD2 (human) methyltransferase inhibition; O96028; NSD2 peptide methylation, AlphaScreen, 120 min; inhibition, % at 12.5 µM; actives 0.54% (n = 310,000); in the data active means inhibition above about 50%
PvdQ inh = blocks Pseudomonas aeruginosa PvdQ acylase activity; purified PvdQ acylase, fluorescence plate reader; inhibition, % at 10 µM; actives 0.063% (n = 340,000); AID 488965; in the data active means inhibition above about 30%, passing the limit was not always enough;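 further: 0% = vehicle neutral wells and 100% = reference inhibitor wells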
PKA-R2B activ = activates the human PKA-R2B holoenzyme complex; P22694+P31323; PKA-R2B holoenzyme dissociation, Cy5-IP20 fluorescence polarization; R2B truncated from residue 108, S112A mutant; 0% DMSO only, 100% 113 µM cGMP; activation, % at 11.4 µM; actives 0.079% (n = 340,000); AID 504700;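 active means activation above a cutoff set at the mean over all compounds plus 3 SD, cut at about 18% in these data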;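 further: higher means more holoenzyme dissociation and a rise in polarization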
Target sequence (P31323 whole entry, looked up, other chains not shown, the tested form may be a part): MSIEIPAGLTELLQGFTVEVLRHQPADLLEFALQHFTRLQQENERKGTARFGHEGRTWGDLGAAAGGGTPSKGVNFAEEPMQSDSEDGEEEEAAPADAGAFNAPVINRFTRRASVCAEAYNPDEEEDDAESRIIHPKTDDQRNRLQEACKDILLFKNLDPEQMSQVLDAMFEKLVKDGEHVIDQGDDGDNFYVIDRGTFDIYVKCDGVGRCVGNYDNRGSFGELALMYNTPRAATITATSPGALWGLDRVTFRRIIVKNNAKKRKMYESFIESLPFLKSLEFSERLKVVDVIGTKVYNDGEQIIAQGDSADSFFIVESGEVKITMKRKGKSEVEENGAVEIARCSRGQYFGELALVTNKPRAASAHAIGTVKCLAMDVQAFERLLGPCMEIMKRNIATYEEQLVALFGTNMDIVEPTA
Keap1 Nrf2 FP = inhibitors of human Keap1-Nrf2 protein-protein interaction; actives 0.15% (n = 340,000); inhibition, % at 9.4 µM; Keap1 Kelch-Nrf2 peptide fluorescence polarization, 1536-well; in the data active means inhibition above about 12%;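 further: human Keap1 Kelch domain with fluorescein labeled Nrf2 9mer peptide probe; 0% = neutral control wells and 100% = peptide positive control; higher means more block of Keap1 binding to Nrf2 peptide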
Target sequence (Q14145 whole entry, looked up, the tested form may be a part): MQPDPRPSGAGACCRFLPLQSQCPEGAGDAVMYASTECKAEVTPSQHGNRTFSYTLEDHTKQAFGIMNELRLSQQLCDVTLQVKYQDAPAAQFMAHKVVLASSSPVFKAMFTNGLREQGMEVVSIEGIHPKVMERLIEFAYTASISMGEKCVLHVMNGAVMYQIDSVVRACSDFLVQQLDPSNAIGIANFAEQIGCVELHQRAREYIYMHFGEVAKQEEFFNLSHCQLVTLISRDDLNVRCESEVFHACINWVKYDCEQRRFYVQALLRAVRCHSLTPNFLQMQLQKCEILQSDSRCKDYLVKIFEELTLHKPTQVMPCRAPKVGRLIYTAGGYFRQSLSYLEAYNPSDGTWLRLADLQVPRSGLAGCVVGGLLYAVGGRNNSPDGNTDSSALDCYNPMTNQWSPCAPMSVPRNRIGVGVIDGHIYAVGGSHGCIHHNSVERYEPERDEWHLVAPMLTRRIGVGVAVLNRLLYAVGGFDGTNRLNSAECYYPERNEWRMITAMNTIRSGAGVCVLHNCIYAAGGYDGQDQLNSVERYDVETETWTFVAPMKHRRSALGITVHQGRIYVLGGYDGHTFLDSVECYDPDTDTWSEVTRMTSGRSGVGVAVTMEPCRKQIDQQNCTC
Arr AP2 block = blocks beta-arrestin peptide binding to AP2 adaptin | FITC-arrestin peptide / GST-AP2 beads, flow cytometry; AP2 beta2 appendage carries R879A mutation | inhibition, % at 10 µM | actives 0.31% (n = 340,000) | AID 504490;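 active means inhibition above a set limit, near 3 SD of compounds lacking own fluorescence, cut at about 54% in these data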;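 further: plate controls were DMSO wells for no effect and 5 µM unlabelled arrestin peptide for full effect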
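System: GST-AP2 R879A bound to glutathione beads, E. coli-expressed. Also added: 50 nM FITC-arrestin peptide. Schedule: compound with beads 12 min RT, then probe 1 h RT. Signal: bead flow cytometry, FITC channel. Read-out basis: percent response.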
DAGLB inh = diacylglycerol lipase beta (human) inhibition; actives 0.059% (n = 340,000); HEK293T DAGLB membrane lysate, EnzChek fluorogenic substrate; Q8NCG7; inhibition, % at 5.17 µM; in the data active means inhibition above about 34%;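 further: 0% = enzyme with vehicle and 100% = wells lacking enzyme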
Starred values were filed as active, the others as inactive; nt = not tested or not shown. Hits appear at their usual frequency; overall some 2.1% were active at least once.

The first 14 entries, ahead of the listing:
SMILES	SR-BI HDL uptake	RTF Ca sens inh	LANA DNA inh	SR-BI uptake up	NSD2 HMT inh	PvdQ inh	PKA-R2B activ	Keap1 Nrf2 FP	Arr AP2 block	DAGLB inh
COc1ccc2[nH]c3c(c2c1)CCN1C(=O)C(CC(=O)NCc2ccco2)C[C@H](C(=O)N2CCCCC2)[C@@]31CCc1ccccc1 (some centres not stated)	7	-2	-1.4	-7	nt	4	-1	-2	21	-1
Cc1occc1-c1nnc(SCC(=O)c2ccc(F)cc2)n1Cc1ccco1	17	-2	0.2	-17	3	-9	4	-2	-7	-1
O=C(CCc1nnc(C2CCCCC2)o1)N1CCC(Oc2cccnc2)CC1	-11	1	-1.7	11	-6	-9	5	3	9	1
Cc1cc(OCC(=O)N2CCc3ccccc3C2)c(C)cc1Br	8	-15	2.3	-8	0	-11	7	-1	8	-5
CCN(C[C@H]1N[C@@](Cc2ccccc2)(C(=O)OC)[C@H]2C(=O)N(C)C(=O)[C@@H]12)C(=O)c1ccccc1	-5	-5	-2.2	5	nt	-2	-5	2	2	-1
O=c1c2c([N+](=O)[O-])cc([N+](=O)[O-])cc2sn1Cc1ccccc1	5	-6	1.7	-5	nt	-12	-7	-2	14	7
COc1ccc(C(=O)On2c(-c3ccc(Br)cc3)nc3ccccc3c2=O)cc1	-22	-22	-0.5	22	0	-4	-2	-3	3	-2
Cc1cccc(OC(C)C(=O)Nc2cc(S(=O)(=O)N3CCCCC3)ccc2C)c1 (configuration not stated)	33	8	1.8	-33	-2	-14	6	-3	-12	-3
CCc1cc(C(=O)N2CCCC(C(=O)c3cccc4ccccc34)C2)n(C)n1 (configuration not stated)	28	0	0.9	-28	3	-14	6	-3	-28	-2
O=C(COc1ccccc1)N1CCN(C(=O)c2cccs2)CC1	-11	-6	1.1	11	-2	6	-2	0	20	-2
Cc1ccc(/C=C/C(=O)Nc2ccc(Oc3ccccc3)cc2)o1	24	-3	0.5	-24	4	-1	-8	-5	6	-8
COc1ccc(CN2CCN(CC(=O)Nc3ccccc3C(=O)NC3CC3)CC2)cc1F	-21	3	0.4	21	-1	-15	8	0	47	0
Cc1ccccc1CNC(=O)C(=O)NCC1CCCN1S(=O)(=O)c1cccs1 (configuration not stated)	4	-8	2.5	-4	-2	-6	-3	-1	-15	-2
Cc1cc(C)c2c(CN3CCN(Cc4ccccc4)CC3)cc(=O)oc2c1	2	-5	0.7	-2	2	-22	4	2	-4	0

Main list (from the top)
SMILES	SR-BI HDL uptake	RTF Ca sens inh	LANA DNA inh	SR-BI uptake up	NSD2 HMT inh	PvdQ inh	PKA-R2B activ	Keap1 Nrf2 FP	Arr AP2 block	DAGLB inh
COc1ccc2[nH]c3c(c2c1)CCN1C(=O)C(CC(=O)NCc2ccco2)C[C@H](C(=O)N2CCCCC2)[C@@]31CCc1ccccc1 (some centres not stated)	7	-2	-1.4	-7	nt	4	-1	-2	21	-1
Cc1occc1-c1nnc(SCC(=O)c2ccc(F)cc2)n1Cc1ccco1	17	-2	0.2	-17	3	-9	4	-2	-7	-1
O=C(CCc1nnc(C2CCCCC2)o1)N1CCC(Oc2cccnc2)CC1	-11	1	-1.7	11	-6	-9	5	3	9	1
Cc1cc(OCC(=O)N2CCc3ccccc3C2)c(C)cc1Br	8	-15	2.3	-8	0	-11	7	-1	8	-5
CCN(C[C@H]1N[C@@](Cc2ccccc2)(C(=O)OC)[C@H]2C(=O)N(C)C(=O)[C@@H]12)C(=O)c1ccccc1	-5	-5	-2.2	5	nt	-2	-5	2	2	-1
O=c1c2c([N+](=O)[O-])cc([N+](=O)[O-])cc2sn1Cc1ccccc1	5	-6	1.7	-5	nt	-12	-7	-2	14	7
COc1ccc(C(=O)On2c(-c3ccc(Br)cc3)nc3ccccc3c2=O)cc1	-22	-22	-0.5	22	0	-4	-2	-3	3	-2
Cc1cccc(OC(C)C(=O)Nc2cc(S(=O)(=O)N3CCCCC3)ccc2C)c1 (configuration not stated)	33	8	1.8	-33	-2	-14	6	-3	-12	-3
CCc1cc(C(=O)N2CCCC(C(=O)c3cccc4ccccc34)C2)n(C)n1 (configuration not stated)	28	0	0.9	-28	3	-14	6	-3	-28	-2
O=C(COc1ccccc1)N1CCN(C(=O)c2cccs2)CC1	-11	-6	1.1	11	-2	6	-2	0	20	-2
Cc1ccc(/C=C/C(=O)Nc2ccc(Oc3ccccc3)cc2)o1	24	-3	0.5	-24	4	-1	-8	-5	6	-8
COc1ccc(CN2CCN(CC(=O)Nc3ccccc3C(=O)NC3CC3)CC2)cc1F	-21	3	0.4	21	-1	-15	8	0	47	0
Cc1ccccc1CNC(=O)C(=O)NCC1CCCN1S(=O)(=O)c1cccs1 (configuration not stated)	4	-8	2.5	-4	-2	-6	-3	-1	-15	-2
Cc1cc(C)c2c(CN3CCN(Cc4ccccc4)CC3)cc(=O)oc2c1	2	-5	0.7	-2	2	-22	4	2	-4	0
CC(NS(=O)(=O)c1ccccc1)C(c1cccs1)N1CCN(c2ccccc2)CC1 (configuration not stated)	-3	4	-0.5	3	nt	3	-10	-3	0	-6
CCc1cc2c(=O)c(-c3nc4ccccc4n3C)coc2c(CN2CCCCC2)c1O	2	-11	0.1	-2	nt	-8	-7	-1	24	1
CCCCSc1nnc(-c2cc3c(C(F)(F)F)nn(C)c3s2)n1C	49	-5	-0.5	-49	5	-17	8	-9	-3	-2
CC1(c2ccccc2)NC(=O)N(CC(=O)Nc2ccccc2C(=O)NC2CC2)C1=O (configuration not stated)	-4	-4	-1.1	4	1	-13	9	-5	-6	2
COc1cccc(-c2nnc(NC(=O)c3ccco3)s2)c1	-2	-13	0.1	nt	-2	3	-3	0	41	2
NC(=O)COC(=O)c1cccc(S(=O)(=O)N2CCN(c3ccc(F)cc3)CC2)c1	-4	6	0.5	4	-3	5	-2	-2	-14	-1
CCCN(CCC)C1=N/C(=C\c2ccco2)C(=O)N1c1ccccc1	20	-1	-1.6	-20	-5	3	8	-7	6	6
Cc1cc(NC(=O)C(C)SCC(=O)N(C)CC(=O)Nc2ccc(Br)cc2C)no1 (configuration not stated)	7	-1	2.0	-7	-1	1	10	1	5	0
CC(C)NC(=O)c1ccccc1NC(=O)Cc1ccc(Br)cc1	-14	-3	-1.9	14	nt	9	-3	-6	5	-2
NC(=O)c1ccc(Cn2c(C(=O)c3cc(Cl)c(N)c(Cl)c3)c3ccccc3[n+]2[O-])cc1	4	-6	1.0	-4	nt	1	-8	-7	3	3
CC1=CCC2C(=O)N(c3ccc(C(=O)Nc4ccccc4Cl)cc3)C(=O)C2C1 (configuration not stated)	17	8	2.1	-17	-4	1	11	4	-23	-1
CCN(CC)S(=O)(=O)c1cccc(NC(=O)CSc2nc3ccccc3[nH]2)c1	8	-6	0.3	-8	-2	-11	-13	-2	0	1
O=C1COc2ccc(C(=O)CSc3ccccc3C(=O)O)cc2N1	-13	-8	1.9	13	-1	-10	3	-2	3	1
O=C(OCc1nnc(-c2ccccc2)o1)c1ccc2ccccc2n1	-15	-7	0.8	15	-3	-4	-8	-7	-5	0
CSc1ncccc1C(=O)Nc1cccc(S(=O)(=O)N(C)c2ccccc2)c1	29	-12	0.4	-29	-5	-13	11	-9	-8	0
COc1ccc(OC)c(-c2cc(C(F)(F)F)c3c(n2)sc2c(O)cc(=O)[nH]c23)c1	6	-12	2.0	-6	0	-10	-6	-6	-7	1
COc1ccccc1-c1sc2ccccc2c1C#CC1(O)CCCCC1	0	-9	-3.7	0	nt	11	-4	5	-3	-7
CC(=O)NC(Cc1ccccc1)C(=O)N1CCN(C(=O)c2ccco2)CC1 (configuration not stated)	-14	-3	-1.1	14	-1	12	-4	-6	0	2
Cc1cc(F)ccc1S(=O)(=O)N1CCCOC1CNC(=O)C(=O)NCc1ccncc1 (configuration not stated)	-9	-7	-2.2	9	-3	-12	4	-1	-8	-1
COc1cc(OC)cc(C(=O)NNC(=O)c2nn(C)c(=O)c3ccccc23)c1	-11	2	-2.4	11	-1	-2	-5	2	4	-1
CCOC(=O)c1c(N)sn(-c2ccccc2C)c1=S	nt	-11	4.0	nt	0	15	3	1	-4	-2
CN(CC(=O)N1CCc2ccccc21)S(=O)(=O)c1cccc2cccnc12	-21	-2	-0.1	21	nt	-14	-1	-3	-3	0
O=C(c1ccccc1)N1CCN(Cc2cccc(Oc3ccccc3)c2)CC1	-6	6	0.0	6	-28	-10	-12	1	2	-1
COc1ccc2oc(=O)c(-c3nc4ccccc4o3)cc2c1	16	2	-0.5	-16	0	-10	-2	-4	-3	0
COc1ccc(/C=N/N=C2/NC(=O)C(CC(=O)O)S2)cc1OS(=O)(=O)c1ccccc1 (configuration not stated)	-8	-2	-0.6	8	3	4	-8	-6	4	4
CCOc1cccc(CNn2cnnc2)c1OCc1ccccc1	-7	1	2.3	7	1	-4	0	1	38	1
Cc1cc(Cl)ccc1NC(=S)NCCCN1CCCC1=O	8	-9	1.8	-8	0	-14	2	-5	1	0
CC(=O)Nc1ccc(SCc2c(C)noc2C)cc1	1	-6	-3.2	-1	3	5	0	6	5	3
COC(=O)CN(c1ccc(OC)cc1)S(=O)(=O)c1ccc(OC)c(OC)c1	12	-9	-0.1	-12	0	-7	2	-6	10	-6
CCn1c(SCCN2CCOCC2)nc2c1c(=O)n(C)c(=O)n2C	-5	-7	1.3	5	-3	-9	6	4	-1	-1
COc1ccc(C2CC(=O)N3CN(c4ccccc4F)CSC3=C2C#N)cc1OC (configuration not stated)	-15	-10	-1.0	15	nt	11	-5	7	19	3
Cc1cc(NC(=O)CCC(=O)N(c2ccccc2F)C(C(=O)NC2CCCC2)c2ccccc2)no1 (configuration not stated)	nt	-14	-2.8	nt	-5	-6	-1	0	7	2
N#CCc1nc2ccccc2c(=O)[nH]1	5	-2	-0.7	-5	0	-5	0	-2	-9	1
Cc1c(CCOC(=O)CC23CC4CC(CC(C4)C2)C3)sc[n+]1Cc1ccccc1	-37	-5	-0.6	37	2	-15	-8	-4	-5	1
CCOC(=O)c1cnc(-c2ccccc2)nc1Oc1ccccc1	25	-7	-1.3	-25	0	-5	3	-4	21	-11
CCCCC(CC)C1OCC(C[N+]2(C)CCOCC2)O1 (configuration not stated)	-33	-6	0.9	33	-2	-4	-8	-3	-15	-1
COc1ccc2c(c1)C(SCC(=O)NCCc1ccc(Cl)cc1)CC(C)(C)O2 (configuration not stated)	9	0	-0.6	-9	nt	13	-4	-7	3	-11
Cc1cc(C)n2nc(SCC(=O)N(C(C)C)C(C)C)nc2n1	5	-3	-1.3	-5	-5	-15	-1	-3	-5	0

Compound activity (PubChem)
